CCT modulator: changes cytosolic chaperonin activity; activity change, % (test concentration not listed), hits read low; 360,000 compounds, 0.3% hits; purified chaperonin ATPase assay, HTRF ADP detection, 30 min; in the data active = activity change below about -30%; also: % is scaled to controls: 0 for no effect and ±100 for the full control effect
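ATPase activity: ADP formed was measured by HTRF Transcreener (665/615 nm ratio) after 30 min at 37 deg C with 10 uM ATP. Compounds screened at one 76 uM concentration against 40 or 20 nM TRiC in Tris pH 7.4/KCl/MgCl2/DTT buffer.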
A549 tox: kills or reduces viability of A549 cells in Nrf2 counter-screen; A549 ARE-Fluc cells, CellTiter-Fluor viability, 18-24 h; Potency, µM (series often up to 46 µM), inactives show at the highest dose activity change, negative = cytotoxicity, usual class: inhibitors; 390,000 compounds, 0.16% hits; also: potency is read from the fitted curve at half-maximal effect; % is scaled to controls: 0 for no effect and ±100 for the full control effect
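A549 ARE-Fluc cells in 5% FBS OPTI-MEM, 5000 cells/well, rested 2 h then exposed to compounds in concentration-response for 18-24 h at 37 °C. Viability by CellTiter-Fluor fluorescence (Ex 405/Em 525) after 30 min; luciferase luminescence (BugLite, 15 min, RT) read afterwards.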
TGFb SMAD3 inh: TGF-b pathway inhibition | HepG2 CAGA-GFP TGF-b/SMAD3 reporter, GFP fluorescence, 18 h; TGF-beta stimulated, 500 pg/mL final | Potency, µM (series often up to 46.1 µM), for the others: at the highest dose activity, negative = inhibition, usual class: inhibitors | 410,000 compounds, 1.2% hits | AID 588855; also: potency is read from the fitted curve at half-maximal effect; % is scaled to controls: 0 for no effect and ±100 for the full control effect; nearly all actives have a fitted effect of over 65% in size
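HEPG2 CAGA-GFP cells (1000/well, DMEM with 1% FBS) were pre-incubated 2 h at 37 degrees C, given compound by pin tool, then stimulated with TGF-beta at 500 pg/mL final for 18 h before per-cell GFP fluorescence imaging.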
Nrf2 block: inhibitors of Nrf2 signaling. Potency, µM (series often up to 46 µM), for the others: top-dose activity change, negative = inhibition, hits mostly inhibitors. 360,000 compounds, 2.1% hits. A549 ARE-Fluc reporter, luciferase luminescence, 18-24 h. AID 504444; also: potency is read from the fitted curve at half-maximal effect; % is scaled to controls: 0 for no effect and ±100 for the full control effect; nearly all actives have a fitted effect of over 60% in size
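Concentration-response testing used A549 ARE_Fluc cells at 5000 cells/well. Following an 18-24 h compound incubation, viability was read by fluorescence (Ex 405/Em 525) and luciferase output by luminescence.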
EPAC2 antag: antagonists of human EPAC2. Q8WZA2. EPAC2 GEF exchange of Rap1B-BODIPY-GDP, fluorescence. Potency, µM (series often up to 114 µM), without a hit: top-dose activity, negative = inhibition, usual class: inhibitors. 360,000 compounds, 0.18% hits. AID 720708; also: potency is read from the fitted curve at half-maximal effect; % is scaled to controls: 0 for no effect and ±100 for the full control effect; nearly all actives have a fitted effect of over 45% in size; many of its hits are not listed in these tables
Target sequence (Q8WZA2 whole entry, looked up): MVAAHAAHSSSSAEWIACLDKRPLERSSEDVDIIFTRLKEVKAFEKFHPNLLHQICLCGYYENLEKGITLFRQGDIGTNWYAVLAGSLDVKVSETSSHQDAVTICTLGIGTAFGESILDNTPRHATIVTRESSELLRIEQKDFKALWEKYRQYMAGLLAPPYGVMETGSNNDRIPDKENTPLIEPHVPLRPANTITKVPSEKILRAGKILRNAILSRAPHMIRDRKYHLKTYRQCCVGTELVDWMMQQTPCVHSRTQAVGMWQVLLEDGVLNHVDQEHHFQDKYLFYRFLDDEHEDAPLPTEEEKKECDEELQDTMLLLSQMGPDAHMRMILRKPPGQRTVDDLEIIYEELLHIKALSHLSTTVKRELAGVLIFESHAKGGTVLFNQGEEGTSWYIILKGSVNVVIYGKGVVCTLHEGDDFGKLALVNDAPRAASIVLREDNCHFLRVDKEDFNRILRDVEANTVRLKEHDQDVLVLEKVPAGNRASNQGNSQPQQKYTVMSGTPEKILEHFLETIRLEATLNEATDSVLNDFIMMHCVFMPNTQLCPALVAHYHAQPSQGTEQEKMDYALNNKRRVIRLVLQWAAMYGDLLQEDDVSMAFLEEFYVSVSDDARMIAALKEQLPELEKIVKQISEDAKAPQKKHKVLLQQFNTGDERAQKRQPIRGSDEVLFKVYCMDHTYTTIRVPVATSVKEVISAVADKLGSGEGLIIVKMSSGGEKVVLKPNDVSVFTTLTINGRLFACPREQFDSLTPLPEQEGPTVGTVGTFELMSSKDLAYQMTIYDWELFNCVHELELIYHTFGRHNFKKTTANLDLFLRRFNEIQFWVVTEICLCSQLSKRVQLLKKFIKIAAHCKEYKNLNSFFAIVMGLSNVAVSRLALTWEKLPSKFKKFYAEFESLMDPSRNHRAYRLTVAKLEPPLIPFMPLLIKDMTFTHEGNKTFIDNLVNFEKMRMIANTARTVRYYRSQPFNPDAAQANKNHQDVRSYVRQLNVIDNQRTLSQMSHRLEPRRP
Akt phos inh: Akt phosphorylation inhibition | activity change, % for hits at 50 µM | Neuro2A IGF-stimulated pAkt S473 HTRF, 20 min; active compounds read low | 360,000 compounds, 0.32% hits; in the data active = activity change below about -80%; inconclusive = mostly about -51% to -80%; also: % is scaled to controls: 0 for no effect and ±100 for the full control effect
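Neuro2A cells in DMEM with 0.5% FBS, overnight at 37 deg C, given compound at single 50 µM final, then IGF (6 nM final) for 20 min at 37 deg C. Lysed; phospho-Akt Ser473 by HTRF after 24 h, 665/615 ratio.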
Nrf2 ARE act: activates Nrf2 signaling; AREc32 ARE-luciferase reporter (MCF7-derived line), luminescence, 24 h; Potency, µM (top dose mostly 46.1 µM), without a hit: top-dose activation, actives largely listed as activators; 410,000 compounds, 0.31% hits; also: potency is read from the fitted curve at half-maximal effect; % of control where 0% means no effect; nearly all actives have a fitted effect of over 65% in size
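Steps: seed AREc32_Fluc cells (1000/well, 5% FBS OPTI-MEM); incubate overnight at 37 deg C; add 23 nL compound; incubate 24 hr; add Steady-Glo; hold 30 min RT; read luminescence.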
Mm-Cpn inhibitor: inhibitors of Methanococcus maripaludis chaperonin (MmCpn); purified Mm-Cpn ATPase, ADP Transcreener TR-FRET; Potency, µM (highest dose often 76.9 µM), inactives show top-dose activity, negative = inhibition, actives largely listed as inhibitors; 330,000 compounds, 0.031% hits; also: potency is read from the fitted curve at half-maximal effect; % is scaled to controls: 0 for no effect and ±100 for the full control effect; nearly all actives have a fitted effect of over 80% in size
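Eu-cryptate anti-ADP/ADP-d2 competition gives a ratio inversely related to ADP. Enzyme at 25 nM was pre-exposed to compound for 10 min, then given 10 uM ATP for 30 min, 37°C throughout.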
EPAC2 agonist: EPAC2 (human) agonism. EPAC2 activation, biochemical qHTS; response scale: 100% = 6.5 mM cAMP response. AID 720711. 360,000 compounds, 0.079% hits. Potency, µM (series often up to 154 µM), without a hit: at the top dose activation, most hits filed as activators; also: potency is read from the fitted curve at half-maximal effect; nearly all actives have a fitted effect of over 50% in size
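Setup: EPAC2 100 nM, labeled Rap1B complex 250 nM, free GDP 50 uM. Compound titrations pinned in, brief spin, 5 min room temperature incubation. Kinetic fluorescence read over 30 min, normalized to 6.5 mM cAMP.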
* = called active by the depositor. Unless noted, calls follow the shape of the dose curve; as a rule, active = well fitted curve in the direction sought with a large enough effect; inconclusive = small, poorly fitted or top-dose-only effect, or another doubt; inactive = no such curve, though single readings can be large; an effect the other way counts as inactive or inconclusive. Only part of the results is shown (hit frequency here may not be typical).

What do the screens show for `Cc1ccccc1-c1nc(SCc2ccccn2)c2c(=O)n(C)c(=O)n(C)c2n1`?
CCT modulator: -7.2; A549 tox: -0.7%; TGFb SMAD3 inh: -4.2%; Nrf2 block: 0.6%; EPAC2 antag: -2.7%; Akt phos inh: inactive; Nrf2 ARE act: -0.9%; Mm-Cpn inhibitor: -0.4%; EPAC2 agonist: -5.9%

How did Cc1noc(C)c1NC(=O)N(C)C[C@H]1Oc2ccc(NC(=O)C3CC3)cc2C(=O)N([C@H](C)CO)C[C@@H]1C do in these assays?
CCT modulator: -2.8; A549 tox: 3.7%; TGFb SMAD3 inh: -10.1%; Nrf2 block: inconclusive; EPAC2 antag: 5.5%; Akt phos inh: inactive; Nrf2 ARE act: -0.4%; Mm-Cpn inhibitor: 0.5%; EPAC2 agonist: -4.1%

How did CC(C)(C)[C@H]1COC(=O)CC/C=C\C[C@H](CC(=O)N(CCO)Cc2ccccc2)C(=O)N1 do in these assays?
CCT modulator: -1.4; A549 tox: 6.8%; TGFb SMAD3 inh: 0.9%; Nrf2 block: 5.1%; EPAC2 antag: 11.9%; Akt phos inh: inactive; Nrf2 ARE act: -1.2%; Mm-Cpn inhibitor: 1.2%; EPAC2 agonist: 12.4%

What do the screens show for `Nc1cnccc1Oc1cccc(C(F)(F)F)c1`?
CCT modulator: 1.2; A549 tox: -0.9%; TGFb SMAD3 inh: 0.0%; Nrf2 block: -27.7%; EPAC2 antag: 1.4%; Akt phos inh: inactive; Nrf2 ARE act: -0.1%; EPAC2 agonist: -2.1%

Results for COC(=O)CSc1nnc(CNc2ccc(Cl)cc2)n1-c1ccccc1 ?
CCT modulator: 0.6; A549 tox: 0.2%; TGFb SMAD3 inh: -26.4%; Nrf2 block: 1.8%; EPAC2 antag: -0.8%; Akt phos inh: inactive; Nrf2 ARE act: -0.5%; Mm-Cpn inhibitor: -1.5%; EPAC2 agonist: 2.7%

What do the screens show for `Cc1ccc(NC(=O)COC(=O)c2ccc(S(=O)(=O)N3CCCC3)cc2)cc1`?
CCT modulator: 2.1; A549 tox: -1.4%; TGFb SMAD3 inh: -0.6%; Nrf2 block: 1.3%; EPAC2 antag: 7.9%; Akt phos inh: inactive; Nrf2 ARE act: 0.2%; Mm-Cpn inhibitor: 1.2%; EPAC2 agonist: 2.2%

How did COCCn1ccc2c(OCC(=O)Nc3cc(OC)ccc3OC)cccc2c1=O do in these assays?
CCT modulator: -0.7; A549 tox: -7.4%; TGFb SMAD3 inh: 4.3%; Nrf2 block: inconclusive; EPAC2 antag: 8.1%; Akt phos inh: inactive; Nrf2 ARE act: 2.6%; Mm-Cpn inhibitor: 1.3%; EPAC2 agonist: -8.0%

What do the screens show for `O=C(NCc1cccs1)c1noc2c1CCCC2`?
CCT modulator: 0.8; A549 tox: -17.4%; TGFb SMAD3 inh: -4.2%; Nrf2 block: -1.0%; EPAC2 antag: 1.6%; Akt phos inh: inactive; Nrf2 ARE act: -0.2%; Mm-Cpn inhibitor: -1.9%; EPAC2 agonist: 4.6%

Results for C[C@@H]1CN([C@@H](C)CO)C(=O)c2cc(Br)cnc2O[C@H]1CN(C)Cc1ccccc1C(=O)O ?
CCT modulator: 0.3; TGFb SMAD3 inh: 18.4%; EPAC2 antag: 0.3%; Akt phos inh: inactive; Nrf2 ARE act: -0.3%; EPAC2 agonist: 7.6%

What do the screens show for `O=C(CCc1nc2ccccc2c(=O)[nH]1)N1CCN(S(=O)(=O)c2cccc(F)c2)CC1`?
CCT modulator: 3.0; A549 tox: -1.7%; TGFb SMAD3 inh: 11.4%; Nrf2 block: -6.5%; EPAC2 antag: 0.9%; Akt phos inh: inactive; Nrf2 ARE act: 2.1%; Mm-Cpn inhibitor: 1.3%; EPAC2 agonist: -2.4%

How did C/C(N)=C(/C#N)C(=O)COC(=O)CNC(=O)c1ccc(Cl)cc1Cl do in these assays?
CCT modulator: -2.2; A549 tox: -14.0%; TGFb SMAD3 inh: 4.5%; Nrf2 block: -4.9%; EPAC2 antag: 6.4%; Akt phos inh: inactive; Nrf2 ARE act: 0.6%; Mm-Cpn inhibitor: 0.9%; EPAC2 agonist: -5.5%

How did Cc1cc(C)n(C(C)CNS(=O)(=O)c2ccccc2)n1 (configuration not stated) do in these assays?
CCT modulator: -29.5; A549 tox: 0.7%; TGFb SMAD3 inh: 5.9%; Nrf2 block: 0.7%; EPAC2 antag: 1.2%; Akt phos inh: inactive; Nrf2 ARE act: -0.8%; Mm-Cpn inhibitor: 1.0%; EPAC2 agonist: 3.1%

What do the screens show for `CC(C)=CCCC1(C)C=Cc2c(c(C)cc3c2[nH]c2cc(O)ccc23)O1` (configuration not stated)?
CCT modulator: 1.5; A549 tox: inconclusive; TGFb SMAD3 inh: 11.2µM*; Nrf2 block: 16.9%; EPAC2 antag: -21.6%; Akt phos inh: inactive; Nrf2 ARE act: -1.9%; Mm-Cpn inhibitor: -0.7%; EPAC2 agonist: -16.4%

What do the screens show for `Cc1ccc(-c2noc(CCC(=O)Nc3cccc(C(=O)NC4CC4)c3)n2)cc1`?
CCT modulator: -0.8; TGFb SMAD3 inh: 0.1%; EPAC2 antag: -5.0%; Akt phos inh: inactive; Nrf2 ARE act: -1.9%; EPAC2 agonist: -0.5%

How did O=C(CCCn1c(=O)c2ccccc2n(Cc2ccc(F)cc2Cl)c1=O)NCCc1ccc(Cl)cc1 do in these assays?
A549 tox: -6.4%; TGFb SMAD3 inh: -4.6%; Nrf2 block: -6.6%; Nrf2 ARE act: -0.5%

What do the screens show for `CCOc1ccc(N(CC(=O)NC2CCCCC2)S(=O)(=O)c2ccccc2)cc1`?
CCT modulator: -1.5; A549 tox: 0.7%; TGFb SMAD3 inh: 7.2%; Nrf2 block: -26.4%; EPAC2 antag: -9.2%; Akt phos inh: inactive; Nrf2 ARE act: -0.5%; Mm-Cpn inhibitor: 0.9%; EPAC2 agonist: 0.2%

What do the screens show for `COc1ccccc1N1CCN(CCCNC(=O)c2cnn(-c3cccc(Cl)c3)c2C2CCN(C(=O)OC(C)(C)C)CC2)CC1`?
A549 tox: -28.0%; TGFb SMAD3 inh: 12.6µM*; Nrf2 block: -13.7%; Nrf2 ARE act: 8.1%

What do the screens show for `CS(=O)(=O)N1CC(C(=O)NN)Oc2ccc(Cl)cc21` (configuration not stated)?
CCT modulator: -1.4; A549 tox: 0.6%; TGFb SMAD3 inh: -12.1%; Nrf2 block: -22.0%; EPAC2 antag: 1.5%; Akt phos inh: inactive; Nrf2 ARE act: -0.1%; Mm-Cpn inhibitor: 0.8%; EPAC2 agonist: 2.8%

What do the screens show for `CC(NCc1ccc(-c2ccccc2)cc1)C(O)c1ccccc1` (configuration not stated)?
CCT modulator: 0.6; A549 tox: 1.8%; TGFb SMAD3 inh: inconclusive; Nrf2 block: 7.8%; EPAC2 antag: 5.5%; Akt phos inh: inactive; Nrf2 ARE act: 5.0%; Mm-Cpn inhibitor: 0.0%; EPAC2 agonist: -7.7%

What do the screens show for `COc1ccc(C)cc1NC(=O)Cn1cnnn1`?
CCT modulator: -2.7; A549 tox: 2.8%; TGFb SMAD3 inh: -1.7%; Nrf2 block: 3.2%; EPAC2 antag: 1.2%; Akt phos inh: inactive; Nrf2 ARE act: 0.2%; Mm-Cpn inhibitor: -5.9%; EPAC2 agonist: 3.6%

What do the screens show for `N=c1c(-c2nc3ccccc3[nH]2)cc(C(=O)c2ccco2)nn1-c1ccccc1`?
CCT modulator: -7.4; A549 tox: inconclusive; TGFb SMAD3 inh: -18.1%; Nrf2 block: -3.4%; EPAC2 antag: 3.4%; Akt phos inh: inactive; Nrf2 ARE act: 1.9%; Mm-Cpn inhibitor: 2.0%; EPAC2 agonist: 6.3%

How did CCc1nnc(NC(=O)C2=CCN(S(=O)(=O)c3ccccc3)CC2)s1 do in these assays?
CCT modulator: 0.3; A549 tox: 2.5%; TGFb SMAD3 inh: -3.0%; Nrf2 block: inconclusive; EPAC2 antag: -1.6%; Akt phos inh: inactive; Nrf2 ARE act: 0.2%; Mm-Cpn inhibitor: 2.3%; EPAC2 agonist: 2.1%

How did COC(=O)[C@H](C)NC(=O)COc1ccccc1 do in these assays?
CCT modulator: 1.3; A549 tox: -13.1%; TGFb SMAD3 inh: -2.3%; Nrf2 block: 3.6%; EPAC2 antag: -3.9%; Akt phos inh: inactive; Nrf2 ARE act: -0.7%; Mm-Cpn inhibitor: -1.1%; EPAC2 agonist: 1.7%

What do the screens show for `C=CCSc1nnc(-c2ccc(Cl)cc2Cl)o1`?
CCT modulator: -0.2; A549 tox: 2.9%; TGFb SMAD3 inh: -30.9%; Nrf2 block: inconclusive; EPAC2 antag: 6.9%; Akt phos inh: inactive; Nrf2 ARE act: inconclusive; Mm-Cpn inhibitor: -0.9%; EPAC2 agonist: 6.4%

Results for O=C(COc1ccccc1F)NC1CC1 ?
CCT modulator: -0.1; A549 tox: -1.5%; TGFb SMAD3 inh: -0.4%; Nrf2 block: 21.1%; EPAC2 antag: 11.8%; Akt phos inh: inactive; Nrf2 ARE act: 0.0%; Mm-Cpn inhibitor: 0.7%; EPAC2 agonist: 4.1%

How did O=C(c1ccc2[nH]c3c(c2c1)CCCC3)N1CCN(c2ccc(F)cc2)CC1 do in these assays?
CCT modulator: 1.5; A549 tox: 4.9%; TGFb SMAD3 inh: inconclusive; Nrf2 block: -14.2%; EPAC2 antag: -8.8%; Akt phos inh: inactive; Nrf2 ARE act: 3.2%; Mm-Cpn inhibitor: 0.2%; EPAC2 agonist: 8.6%

Results for O=C1NC(Cc2ccccc2)c2nc3ccccc3c(=O)n2-c2cc3ccccc3cc21 (configuration not stated) ?
CCT modulator: -11.4; TGFb SMAD3 inh: -0.2%; EPAC2 antag: -16.0%; Akt phos inh: inactive; Nrf2 ARE act: -2.3%; EPAC2 agonist: -11.8%

Source: PubChem
